Screening results: PubChem, The Scripps Research Institute Molecular Screening Center
DDE Tn7 FP inh: inhibitors of Tn7 peptide binding to fibrin DD(E), primary screen, biochemical, fluorescence polarization, human fibrin, Tn7 probe; Fibrinogen beta chain (Homo sapiens), P02675; inhibition, % at 8.3 µM; actives 0.13% (n = 370,000); FP displacement of FITC-Tn7 peptide from fibrin DD(E); 0% = median of compound wells per plate;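 active = inhibition above the mean of compounds falling within the control limits plus 3 SD of them, cut at about 14% in these data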;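 also: 0% = plate median of compound wells and 100% = 10 µM Aha-Tn7 peptide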
Target sequence (P02675 whole entry, looked up): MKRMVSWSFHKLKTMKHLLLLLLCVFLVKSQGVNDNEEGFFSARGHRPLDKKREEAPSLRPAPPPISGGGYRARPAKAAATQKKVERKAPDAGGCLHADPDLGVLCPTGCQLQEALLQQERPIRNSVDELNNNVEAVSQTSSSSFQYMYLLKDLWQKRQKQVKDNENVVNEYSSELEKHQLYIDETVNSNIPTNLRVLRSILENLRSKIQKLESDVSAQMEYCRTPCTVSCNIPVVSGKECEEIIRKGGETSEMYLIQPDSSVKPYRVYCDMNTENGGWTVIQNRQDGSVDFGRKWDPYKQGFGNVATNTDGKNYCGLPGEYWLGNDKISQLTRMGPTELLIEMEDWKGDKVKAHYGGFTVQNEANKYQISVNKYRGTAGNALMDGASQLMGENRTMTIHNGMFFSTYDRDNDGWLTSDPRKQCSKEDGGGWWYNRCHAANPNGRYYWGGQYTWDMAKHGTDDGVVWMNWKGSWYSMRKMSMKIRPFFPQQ
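system = human fibrin DD(E) protein | quantity = DD(E) 2 µM final | medium = Tris/NaCl/CaCl2 buffer, pH 7.8 | also added = labelled Tn7 tracer, 0.1 µM | compound dosing = single point at 8.3 µM | timing = compound with protein 10 min, then 3 h after probe, room temperature | signal = FP measurement | benchmarks = Aha-Tn7 high control | repeats = one replicate per compound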
PLCg1 inh: PLC-gamma1 enzyme inhibitors, primary screen, biochemical, fluorescence, purified enzyme. actives 0.84% (n = 370,000). 1-phosphatidylinositol 4,5-bisphosphate phosphodiesterase gamma-1 (Homo sapiens), P19174. AID 720700, 2013. fluorogenic substrate. inhibition, % at 12.2 µM; in the data active = inhibition above about 9.5%
TDP2 absorb: human TDP2 enzyme inhibitors, primary screen, biochemical, epi absorbance, recombinant enzyme | T5PNP hydrolysis, p-nitrophenol absorbance 415 nm | AID 720702, 2013 | inhibition, % at 12.8 µM | actives 0.34% (n = 370,000) | Tyrosyl-DNA phosphodiesterase 2 (Homo sapiens), O95551;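 active = inhibition above the mean of all tested compounds plus 3 SD, set per campaign, cut at about 25% in these data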;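 also: 0% = DMSO with enzyme and 100% = buffer with substrate but no TDP2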
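Assay system: Recombinant human TDP2 | Quantity: 120 nM TDP2 per well | Incubation: 2 h at 37 °C | Signal: Epi absorbance | Evaluation: Percent inhibition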
Tn6 DDE FP: inhibitors of Tn6 peptide binding to fibrin DD(E), primary screen, biochemical, fluorescence polarization, human fibrin, Tn6 probe. Fibrin DD(E) TRITC-Tn6 fluorescence polarization displacement. AID 720509, 2013. inhibition, % at 8.3 µM. Fibrinogen beta chain (Homo sapiens), P02675. actives 0.21% (n = 370,000);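 active = inhibition above a per-campaign cutoff: mean of compounds within control limits plus 3 SD, cut at about 15% in these data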;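 also: 0% = median of all compound wells on the plate and 100% = blocking peptide control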
ASAP1 inh: inhibitors of human ASAP1 ArfGAP activity, primary screen, biochemical, fluorescence polarization. ASAP1-stimulated ARF1 GTP hydrolysis, GDP FP detection. inhibition, % at 16.5 µM. actives 0.19% (n = 360,000). AID 624377, 2012; in the data active = inhibition above about 25%;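 also: 0% = vehicle with enzyme and substrate and 100% = no enzyme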
SIAE inh: human SIAE inhibitors, primary screen, biochemical, fluorescence polarization, FP-Rh probe, 1536-well HTS | Sialate O-acetylesterase (Homo sapiens), Q9HAT2 | SIAE FP-Rh probe binding | inhibition, % at 9.66 µM | actives 0.69% (n = 370,000);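 active = inhibition above a cutoff: mean of compounds within the control limits plus 3 SD of those, cut at about 17% in these data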;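 also: 0% = plate median of compound wells and 100% = probe without SIAE protein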
ADAM17 inh: ADAM17 inhibitors, primary screen, biochemical, QFRET; recombinant ADAM17, EDANS/DABCYL FRET peptide cleavage; inhibition, % at 6.95 µM; Disintegrin and metalloproteinase domain-containing protein 17 (Homo sapiens), P78536; actives 0.83% (n = 370,000); AID 720648, 2013;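 active = inhibition above the mean of compounds lying between control limits plus 3 SD, set per campaign, cut at about 8.5% in these data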;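 also: 0% = DMSO-only wells as the low control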
Target sequence (P78536 215-824 limits assumed): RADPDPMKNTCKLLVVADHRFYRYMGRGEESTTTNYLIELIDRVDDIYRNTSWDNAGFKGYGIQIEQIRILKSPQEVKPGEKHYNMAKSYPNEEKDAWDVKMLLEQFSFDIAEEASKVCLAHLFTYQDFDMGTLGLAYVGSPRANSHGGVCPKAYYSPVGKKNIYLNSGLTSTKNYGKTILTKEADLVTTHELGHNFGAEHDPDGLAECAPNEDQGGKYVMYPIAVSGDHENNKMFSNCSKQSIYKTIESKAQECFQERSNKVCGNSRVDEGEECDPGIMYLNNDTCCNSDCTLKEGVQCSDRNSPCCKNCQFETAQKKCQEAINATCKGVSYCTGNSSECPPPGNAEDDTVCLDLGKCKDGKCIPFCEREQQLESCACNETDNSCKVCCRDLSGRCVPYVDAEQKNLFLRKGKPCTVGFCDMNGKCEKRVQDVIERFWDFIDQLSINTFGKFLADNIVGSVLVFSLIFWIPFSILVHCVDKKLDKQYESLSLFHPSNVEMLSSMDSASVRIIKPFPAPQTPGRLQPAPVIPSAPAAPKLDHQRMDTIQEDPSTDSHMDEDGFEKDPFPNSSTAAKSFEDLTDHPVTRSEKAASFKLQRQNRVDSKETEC
ARFGAP1 inhibitor: inhibitors of rat ARFGAP1 GAP activity, primary screen, biochemical, fluorescence polarization, GDP tracer | ADP-ribosylation factor GTPase-activating protein 1 (Rattus norvegicus), Q62848 | Arfgap1-stimulated ARF1 GTP hydrolysis, GDP FP detection | inhibition, % at 16.5 µM | actives 0.26% (n = 360,000) | AID 651572, 2012;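 active = inhibition above a per-plate limit, mean inhibition of low control wells plus 3 SD, cut at about 25% in these data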;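 also: 0% = DMSO wells with enzyme and 100% = wells lacking Arfgap1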
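Repeats: one replicate per compound; assay system: rat Arfgap1 catalytic domain, aa 1-136; times: enzyme reaction 120 min at 25 °C after 20 min preincubation; detection: FP of antibody-bound GDP Alexa 633 tracer, ex 620/em 688 nm; benchmarks: high control wells lacking Arfgap1, low control full reaction with DMSO; reagent: human ARF1(Δ1-17)-GTP substrate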
PLC-beta3 inh: human PLC-beta3 inhibitors, primary screen, biochemical, fluorescence; inhibition, % at 12.2 µM; actives 0.18% (n = 370,000); Purified PLC-beta3, fluorogenic substrate; AID 720704, 2013; 1-phosphatidylinositol 4,5-bisphosphate phosphodiesterase beta-3 (Homo sapiens), Q01970; in the data active = inhibition above about 11%;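 also: 0% = median of compound wells on plate and 100% = full blocker control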
ADAM10 inh: human ADAM10 inhibitors, primary screen, biochemical, QFRET, HTS. recombinant ADAM10, EDANS/DABCYL FRET peptide cleavage, 3 h. actives 0.62% (n = 370,000). inhibition, % at 7 µM;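 active = inhibition above a per-campaign cutoff equal to the mean of compounds falling between control-based bounds plus 3 SD, cut at about 20% in these data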;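 also: 0% = DMSO wells while the 100% control is not disclosed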
* hit, by the source's call; i = inactive; . = no result given.

SMILES	DDE Tn7 FP inh	PLCg1 inh	TDP2 absorb	Tn6 DDE FP	ASAP1 inh	SIAE inh	ADAM17 inh	ARFGAP1 inhibitor	PLC-beta3 inh	ADAM10 inh
C=CCN=C(NC#N)SCC(=O)c1cccc(OC)c1	-1	0	-5	1	2	3	0	-1	-1	-3
CCOC(=O)C(C(=O)OCC)C(c1ccccc1)N1CCN(c2ccccc2)CC1 (stereo not given)	-2	2	-1	-3	0	-1	1	-2	4	-6
CCc1nnc(NC(=O)C2CSC3(C)CCC(=O)N23)s1 (stereo not given)	-3	4	-6	4	-3	-3	-7	7	-5	-2
CC(C)OC(=O)NCCOC(=O)Nc1cccc(Cl)c1	5	1	-1	1	5	-2	-1	1	0	4
O=C(NCCN1C(=O)S/C(=C\c2cccnc2)C1=O)c1ccc([N+](=O)[O-])s1	-4	5	-9	-7	11	2	-2	2	-9	-19
O=C1CCCN1S(=O)(=O)c1ccccc1	-3	-1	4	1	-9	-8	0	-2	1	-5
Cc1ccc(OCCOc2cccc(Br)c2)c([N+](=O)[O-])n1	0	6	1	2	-6	-4	5	6	8	13
COc1ccc(C(=O)Nc2ccc(N3CCN(C)CC3)cc2)cc1	2	-2	-7	3	2	7	-6	-5	-5	3
CC(C)COP(=O)(c1ccc(N(C)C)cc1)C(O)c1ccccc1 (stereo not given)	-2	-1	6	10	-1	-3	-1	3	-9	4
O=C1[C@H]2[C@@H](c3ccc(Cl)cc3)N3C(=O)N(c4cccc(Br)c4)C(=O)[C@@]3(Cc3ccc(Cl)cc3)[C@H]2C(=O)N1C1CCCCC1	-2	0	-2	0	1	-24	-1	-1	1	8
Cc1ccsc1CNC12CC3CC(CC(C3)C1)C2	-3	-1	0	0	-7	8	0	2	-5	-3
Cc1c(Cl)cccc1-n1c(-c2cccnc2)n[nH]c1=S	6	-2	3	5	5	-4	-5	0	0	4
O=C(O)C12CC3CC(C1)CC(n1ncc(NCc4ccco4)c(Cl)c1=O)(C3)C2	1	0	7	5	13	-2	-1	8	-7	0
COc1cc(/C=C(\C#N)c2ccccn2)ccc1OCc1ccccc1Cl	-1	-3	2	9	0	-6	3	-9	-8	11
N=C1SCC(=O)N1c1ccccc1Cl	5	3	-2	-1	-5	3	-10	-4	-6	-6
COc1ccc(OC)c(CN2CCN(C(=O)c3cccc(S(=O)(=O)Nc4ccc(C)cc4)c3)CC2)c1	10	0	-6	0	-7	-1	1	10	-4	3
CC1(C)Oc2ccc3ccc(=O)oc3c2[C@@H](O)[C@@H]1O	-2	-24	5	-3	4	2	-91	7	-36	-364
O=c1c2c3c(sc2nc2n1CCC2)CCCC3	-3	1	14	-7	-12	3	-5	-4	-8	-5
Nc1ccc(Sc2nc3ccccc3[nH]2)cc1	6	-6	-5	3	-9	8	-20	3	-10	-64
O=C1CCN(S(=O)(=O)c2ccc(Br)cc2)CCN1	2	-4	10	2	8	-4	-7	2	-7	-3
O=C(O)c1c(Cl)c(Cl)c(Cl)c(Cl)c1C(=O)N1CCCC1	1	-2	-7	2	-7	-1	2	-8	0	5
CCOC(=O)c1c(C(C#N)C#N)cc(C)nc1C	0	4	-4	-8	3	1	1	1	9	7
CSc1ccc(S(=O)(=O)N2CCC(C(=O)NCc3cccnc3)CC2)cc1	-2	-1	3	3	0	-3	-2	6	-5	8
CC(C)c1cccc(C(C)C)c1OCCCCCN1CCOCC1	4	5	-14	-3	-9	0	-2	-1	1	8
CC(C)(C)OC(=O)N1c2ccccc2[C@]2(N3CCCC3)C[C@H](C(=O)O)N(C(=O)OC(C)(C)C)[C@H]12	-3	-1	-8	-4	.	4	-5	.	-2	-9
Cc1ccc(Nc2nc(NCC3CCCO3)nc(N)c2[N+](=O)[O-])cc1C (stereo not given)	0	1	-10	-3	10	-6	-2	-11	1	4
CC(C(=O)NCc1ccc2c(c1)OCO2)N1c2cccc3cccc(c23)S1(=O)=O (stereo not given)	-2	-46	-5	6	12	2	-8	11	-56	-42
N=c1sccn1CC(=O)NC(c1ccccc1)c1ccccc1	4	2	7	5	5	1	-2	-9	3	-2
COc1ccc(NC(=O)C2CCCN(c3c4c(nc5ncnn35)CCC4)C2)cc1OC (stereo not given)	-7	0	1	-1	-5	3	-2	-1	0	-7
COc1ccc(OCC(=O)N2CCC(Cc3ccccc3)CC2)cc1	3	-1	-6	1	-6	-2	0	-8	-7	-7
O=C(CSCc1ccc(Cl)c(Cl)c1)Nc1c[nH]c(=O)[nH]c1=O	1	4	2	5	-11	5	-4	0	3	-1
O=C(NCc1ccccn1)c1ccc(N2CCCC2=O)cc1	-4	1	9	-4	11	-4	-2	-3	1	0
CC(=O)N1Cc2cc(C(=O)NCC(F)(F)F)nc(-c3cccc(-c4cc5ccccc5o4)c3)c2[C@@H]1CCO	4	0	-6	0	-11	7	5	5	-1	4
CC1(C)Cc2ccccc2-c2nnc(-c3ccc(O)cc3)n21	-10	-1	7	-4	1	6	2	-6	0	-1
COc1cc(C)c(NC(=O)C(=S)NCc2ccccc2)cc1C	6	-3	-2	6	8	-1	-7	1	-1	2
N/C(=N\OC(=O)Cc1ccc([N+](=O)[O-])cc1)c1cccc(Br)c1	2	-3	-1	-14	2	2	-3	4	-2	-1

Arranged by molecular weight (high to low): part of the list above.
SMILES	DDE Tn7 FP inh	PLCg1 inh	TDP2 absorb	Tn6 DDE FP	ASAP1 inh	SIAE inh	ADAM17 inh	ARFGAP1 inhibitor	PLC-beta3 inh	ADAM10 inh
COc1cc(C)c(NC(=O)C(=S)NCc2ccccc2)cc1C	6	-3	-2	6	8	-1	-7	1	-1	2
N=c1sccn1CC(=O)NC(c1ccccc1)c1ccccc1	4	2	7	5	5	1	-2	-9	3	-2
O=C(NCc1ccccn1)c1ccc(N2CCCC2=O)cc1	-4	1	9	-4	11	-4	-2	-3	1	0
CC1(C)Cc2ccccc2-c2nnc(-c3ccc(O)cc3)n21	-10	-1	7	-4	1	6	2	-6	0	-1

(list continues)
SMILES	DDE Tn7 FP inh	PLCg1 inh	TDP2 absorb	Tn6 DDE FP	ASAP1 inh	SIAE inh	ADAM17 inh	ARFGAP1 inhibitor	PLC-beta3 inh	ADAM10 inh
COc1ccccc1NC(=O)CN1CCN(c2ccccc2OC)CC1	-3	1	3	0	9	7	-3	-4	-6	-3
Cc1ccccc1OCC(O)CN1CCN(CCN2C(=O)c3cccc4cccc(c34)C2=O)CC1 (stereo not given)	4	-5	2	10	-5	2	-6	8	-3	-23
Cc1cc(C(=O)N/N=C/c2ccc([N+](=O)[O-])cc2)c2ccccc2n1	2	5	18	-1	-5	-4	2	11	-2	3
COc1ccc(C)cc1NC(=O)C(Sc1nnc(-c2cccs2)o1)c1ccccc1 (stereo not given)	-3	1	-1	-5	-1	6	-2	2	0	5
O=C1C=CC(n2cc(F)c(=O)[nH]c2=O)O1 (stereo not given)	-3	5	10	-5	-9	9	-5	4	3	1
O=C(O)c1ccc(N/N=C/c2cccc(C(F)(F)F)c2)cc1	-2	-11	4	1	-2	5	-5	-2	-16	4
O=C(Nc1cccc2ncccc12)c1cc(Br)ccc1Cl	-7	1	-5	6	15	4	-4	3	-8	0
COc1ccc(NC(=O)c2cccc(S(=O)(=O)N3CCN(C)CC3)c2)c(OC)c1	1	-2	8	1	4	12	-5	4	-5	2
CC(C)Oc1ccc(-c2cc(C(=O)NCCN3CCOCC3)c3ccccc3n2)cc1	0	i	-3	4	-3	6	-201	2	i	i
O=C(Nc1c(F)cc(F)cc1Br)c1cc2nc(C(F)F)cc(C(F)F)n2n1	-1	-3	3	7	-5	-1	-4	12	-9	-7
COc1cc(OC)cc(C(=O)Nc2cccc(NC(=O)c3cccs3)c2)c1	-4	-2	-5	5	-6	-34	2	-3	-3	-1
O=C(COc1ccc(S(=O)(=O)N2CCOCC2)cc1)NCCCn1ccnc1	8	0	4	2	-9	0	-1	-8	-4	5
CCOC(=O)c1cnc(SCC(=O)OCC(=O)N(CC)C2CCS(=O)(=O)C2)nc1N (stereo not given)	-3	0	4	10	18	4	3	3	1	-1
CCOCCCNC(=O)C(c1ccc(C)cc1)N(Cc1cccs1)C(=O)c1ccccn1 (stereo not given)	3	2	-1	4	6	-1	-1	14	-3	5
Cc1ccc(C(=O)Nc2ccc(CC(=O)O)cc2)o1	5	0	1	-3	-7	-4	-4	5	-2	4
O=C(O)Cn1c(-c2ccccn2)nc2ccccc21	-6	-4	17	2	-5	-4	-14	-11	-8	-34
Cc1ccc(O)c(NC(=O)c2cc3nc4c(c(C(F)(F)F)n3n2)CCc2ccccc2-4)c1	-6	3	0	-10	6	8	7	-4	-10	-6
Cc1cccc(C(=O)NCC(=O)OCC(=O)c2ccc(Br)s2)c1	-3	0	1	6	-10	13	-9	-16	-9	1
CS(=O)(=O)N(CC(=O)Nc1cccc([N+](=O)[O-])c1)c1ccccc1	2	-1	-5	2	-4	-9	0	9	2	1
COc1ccc(C(=O)NC2CCCN(Cc3ccc(Cl)cc3)C2)c(OC)c1 (stereo not given)	-1	1	-6	-4	-10	-5	1	4	-3	13
O=C(O)c1ccccc1SCC(=O)N1c2ccccc2Sc2ccccc21	-8	-4	6	-10	5	-20	-1	-2	-7	0
Cc1ccc(CCNC(=O)C2CCN(S(=O)(=O)c3c(C)nn(C)c3C)CC2)cc1	0	0	3	4	7	-1	-3	9	3	-16
Fc1cccc2sc(Nc3nc4ccccc4s3)nc12	2	-36	2	0	-4	-7	-18	11	-54	-43
Cc1nn(-c2ccccc2)c(OC(=O)c2cccs2)c1S(=O)(=O)c1ccccc1	-5	14*	4	7	-5	4	-1	16	6	-1
Cn1c(=O)c2sccc2n(Cc2cccc(Br)c2)c1=O	7	-1	-2	6	-11	-14	-2	-7	-1	-4
